STAT1 inh = STAT1 signaling inhibition; inhibition, % at 5.5 µM; NIH 3T3 STAT1-luciferase reporter, IFN-gamma, luminescence; 0.35% of 200,000 active; AID 920;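 active means inhibition above a set limit, the mean inhibition across all tested compounds plus 3 SD, cut at about 34% in these data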;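 further: 0% = IFN-gamma with DMSO and 100% = IFN-gamma with 300 µM nifuroxazide; values of inactives mirror those of a sister screen read the other way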
PPARg SRC-1 ag = agonists of human PPARgamma SRC-1 coactivator recruitment; P37231; PPARgamma-SRC-1 coactivator recruitment biochemical assay; activation, % at 8 µM; 0.41% of 200,000 active; AID 631; in the data active means activation above about 19%;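 further: 0% = DMSO and 100% = reference agonist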
PPARg SRC2 recr = agonists of SRC-2 recruitment by human PPARgamma | P37231 | PPARgamma LBD-SRC-2 recruitment, biochemical | activation, % at 8 µM | 0.34% of 200,000 active | AID 1032; in the data active means activation above about 22%;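 further: 0% = vehicle and 100% = reference agonist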
TR-FRET SRC-2 ct = counter-screen for PPARgamma SRC-2 recruitment agonists: TR-FRET artefact | active compounds read high | TR-FRET ratio at 8 µM | 0.4% of 200,000 active | AID 1049; in the data active means TR-FRET ratio above about 2000; further: inactives centre near 1500
ROMK mod = human ROMK K+ channel modulation, primary screen; P48048; Tet-inducible ROMK, thallium flux fluorescence; actives lie on both sides; B-score at 10 µM; 2% of 130,000 active;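 active means signal ratio slope over the read window, or its plate-corrected B-score, at least 3 SD from the plate mean, either direction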;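 further: B-score of the F/F0 ratio slope over 7 to 12 s after thallium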
STAT3 activator = activators of IL-6 induced STAT3 signaling | U3A cells, IL-6 STAT3-luciferase reporter, luminescence; 100% = signal with IL-6 EC80 alone | activation (% of control), % at 5.6 µM | 0.91% of 190,000 active | AID 871;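 active means activation above the screen-wide mean of compound activation plus 3 SD, cut at about 130% in these data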;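 further: 0% = background luminescence of wells with medium and substrate only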
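Material: STAT1-lacking human U3A cells, STAT3 luciferase reporter | Benchmarks: IL-6-only wells as 100% reference | Probe or stimulus: IL-6 (33 ng/mL) | Timing: Compound 1 h, then IL-6 6 h at 37 °C | Detection: Luminescence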
S1P3 antagonist = S1P3 (human) receptor antagonism; CHO S1P3 NFAT-BLA reporter, FRET fluorescence, antagonist mode; inhibition, % at 4.98 µM; 0.27% of 170,000 active; Q99500;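 active means inhibition above the plate cutoff, the mean inhibition of test wells on that plate plus 3 SD, cut at about 28% in these data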;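 further: cells challenged with S1P at its EC80 of 0.8 µM; blue over green emission ratio from cleaved BLA substrate after 4 h stimulation; 0% = S1P-stimulated wells and 100% = unstimulated DMSO-only wells; some compounds past the cut are filed as inactive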
RAM network inh = inhibitors of the yeast RAM network; 1.8% of 190,000 active; inhibition, % at 50 µM; S. cerevisiae dse1pr::URA3 reporter, 5-FOA growth OD615, 2 d; analog-sensitive cbk1-as2 kinase mutant strain;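 active means inhibition above a set limit, 3 SD over mean compound inhibition, cut at about 8.4% in these data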;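 further: 0% = DMSO-only wells with no growth and 100% = 10 µM 1-NA-PP1 full growth; inhibition rescues growth on 5-FOA so higher OD means more RAM inhibition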
PPARg SRC3 recr = agonists of human PPARgamma SRC-3 coactivator recruitment. biochemical PPARgamma/SRC-3 coactivator recruitment assay. activation, % at 8 µM. 0.26% of 200,000 active; in the data active means activation above about 23%;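 further: 0% = DMSO and 100% = reference agonist; some compounds past the cut are filed as inactive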
STAT3 inh = inhibitors of IL-6 induced STAT3 signaling. U3A cells, IL-6 STAT3-luciferase reporter, luminescence; host cell line lacks STAT1. inhibition, % at 5.5 µM. 0.89% of 190,000 active;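 active means inhibition above the mean inhibition across all screened compounds plus 3 SD, cut at about 44% in these data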;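 further: 0% = DMSO only wells and 100% = 100 µM nifuroxazide control wells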
TLR4-MyD88 BLA = TLR4-MyD88 interaction inhibition in cells. O00206+Q99836. HeLa CL3-4 TLR4/MyD88 BLA complementation, FRET ratio. inhibition, % at 8.4 µM. 0.18% of 200,000 active. AID 861; in the data active means inhibition above about 25%;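 further: 0% = vehicle and 100% = reference inhibitor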
Target sequence (O00206 whole entry, looked up): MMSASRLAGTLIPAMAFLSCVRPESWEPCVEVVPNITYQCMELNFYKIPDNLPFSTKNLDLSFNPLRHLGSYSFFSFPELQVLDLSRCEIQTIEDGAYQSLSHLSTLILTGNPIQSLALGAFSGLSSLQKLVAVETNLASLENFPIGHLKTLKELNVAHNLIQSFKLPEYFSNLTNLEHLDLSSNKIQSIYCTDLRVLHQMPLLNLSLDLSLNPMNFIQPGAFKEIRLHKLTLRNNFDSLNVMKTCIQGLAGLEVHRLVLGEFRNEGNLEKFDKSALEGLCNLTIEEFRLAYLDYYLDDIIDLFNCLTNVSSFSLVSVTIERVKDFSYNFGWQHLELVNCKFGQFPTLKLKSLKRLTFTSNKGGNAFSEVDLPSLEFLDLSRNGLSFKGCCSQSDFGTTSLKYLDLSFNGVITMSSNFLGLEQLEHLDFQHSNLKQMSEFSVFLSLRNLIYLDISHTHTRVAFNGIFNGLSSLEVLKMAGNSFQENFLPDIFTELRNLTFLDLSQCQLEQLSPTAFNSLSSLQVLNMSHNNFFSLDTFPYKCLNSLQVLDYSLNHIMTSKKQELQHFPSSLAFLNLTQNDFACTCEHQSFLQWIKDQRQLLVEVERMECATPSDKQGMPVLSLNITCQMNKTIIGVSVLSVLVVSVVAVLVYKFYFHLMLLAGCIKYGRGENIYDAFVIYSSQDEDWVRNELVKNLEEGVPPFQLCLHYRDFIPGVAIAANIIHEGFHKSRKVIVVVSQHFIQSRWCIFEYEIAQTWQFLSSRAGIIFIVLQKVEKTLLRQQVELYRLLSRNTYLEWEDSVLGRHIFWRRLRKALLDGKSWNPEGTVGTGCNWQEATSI
Target sequence (Q99836 whole entry, looked up): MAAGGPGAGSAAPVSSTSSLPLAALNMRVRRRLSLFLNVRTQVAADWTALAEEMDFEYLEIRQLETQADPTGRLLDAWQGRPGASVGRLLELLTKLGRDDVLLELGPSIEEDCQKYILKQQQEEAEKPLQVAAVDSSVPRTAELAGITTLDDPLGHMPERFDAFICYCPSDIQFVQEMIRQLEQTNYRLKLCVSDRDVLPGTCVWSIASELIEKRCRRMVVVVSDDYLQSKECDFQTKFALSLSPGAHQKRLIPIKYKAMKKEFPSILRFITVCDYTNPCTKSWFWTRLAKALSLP
Active calls of the source: *; . = no result given.

SMILES	STAT1 inh	PPARg SRC-1 ag	PPARg SRC2 recr	TR-FRET SRC-2 ct	ROMK mod	STAT3 activator	S1P3 antagonist	RAM network inh	PPARg SRC3 recr	STAT3 inh	TLR4-MyD88 BLA
COc1ccc(-c2cc(C(=O)NCc3cccnc3)no2)cc1OC	10	9	7	1709	.	100	-6	0.3	9	9	3
CC(C)C(=O)Nc1ccc([N+](=O)[O-])c(C(F)(F)F)c1	4	-3	-4	1552	0.019	102	-1	-0.6	-5	0	-6
Cc1cccc(N2CCN(C(c3cccs3)c3nnnn3C(C)(C)C)CC2)c1C (stereo unspecified)	5	3	-1	1656	0.056	106	.	3.5	1	-3	4
O=C(/C=C/c1ccccc1)N/C(=C/c1ccccc1)C(=O)Nc1cccc(C(=O)O)c1	0	2	-8	1429	0.41	106	-23	2.7	-5	-5	0
CCC(C)NC(=O)COc1ccc(S(=O)(=O)N2CCOCC2)cc1 (stereo unspecified)	11	3	1	1778	-0.31	98	14	3.1	-1	8	-4
O=C1CCN(c2ccc([N+](=O)[O-])cc2F)CC1	-4	4	5	1806	-0.026	92	-10	2.9	1	16	-3
CC(C)C(=O)NC(c1cccc([N+](=O)[O-])c1)c1c(O)ccc2ccccc12 (stereo unspecified)	9	0	-2	1674	-0.62	100	5	3.8	-4	5	0
CCOC(=O)N1CCN(Cc2nc3c(c(=O)n(C)c(=O)n3C)n2CCCc2ccccc2)CC1	0	5	6	1487	.	108	-23	-0.4	4	-4	4
COCCN(C(=O)Nc1ccc(OC)cc1OC)C1CCN(C(C)C)CC1	-2	0	-1	1625	.	100	-10	0.6	-2	5	-9
CCOC(=O)c1cnn(-c2ccccc2)c1NC(=O)c1ccccc1C	-5	1	2	1583	-0.99	97	.	1.8	5	2	-9
Cc1cc(C)c2c(N)c(C(=O)Nc3nccs3)sc2n1	48*	7	8	1417	.	54	7	1.9	10	58*	-9
COc1ccccc1-c1nnc2sc(COc3ccc(Cl)cc3Cl)nn12	4	-1	-2	1563	0.11	97	0	3.4	-6	8	2
CCc1cccc(CC)c1NC(=O)CSc1nc2ccc(N3C(=O)C4C5C=CC(C5)C4C3=O)cc2s1 (stereo unspecified)	14	-7	5	1541	-0.0076	92	.	5.3	-11	10	-20
CCNc1ccc(C(=O)OCC(=O)NCCN2C(=O)CSC2=O)cc1[N+](=O)[O-]	0	-4	4	1447	-0.11	104	-2	4.5	2	-1	-3
O=C(N/C(=C\c1cccc([N+](=O)[O-])c1)C(=O)N1CCOCC1)c1ccc([N+](=O)[O-])cc1	-35	-7	2	1576	-0.21	117	3	0.8	2	-11	-1
O=C(Cn1ccc([N+](=O)[O-])n1)N1CCc2ccccc21	2	-8	-6	1493	0.0052	88	-1	1.5	0	22	-21
O=C(NCC1CCS(=O)(=O)C1)NCC1CCS(=O)(=O)C1 (stereo unspecified)	6	-3	2	1719	0.4	98	.	0.2	3	6	-17
c1ccc2oc(SCc3cn4ccccc4n3)nc2c1	-33	0	1	1405	-0.53	93	.	0.6	-21	12	15
CC(C)c1nc(C#N)c(N2CCOCC2)o1	5	-6	2	1461	0.071	96	-8	-1.1	-6	3	-5
CCSc1cc(N2CCCC2)nc(-c2ccc(F)cc2)n1	-3	5	-5	1562	.	98	.	3.4	1	7	0
COCCNc1c2c(c(C#N)c3nc4ccccc4n13)CCCC2	-2	13	18	1645	.	102	0	1.2	2	-1	9
COc1cc(C(=O)Nc2ccc(NC(=O)C3CC3)nc2)cc(OC)c1OC	8	-4	-3	1479	-0.8	92	-1	2.0	-1	11	6
CC1(C)CC(=O)C2=C(C1)Nc1ncnn1C2c1ccccn1 (stereo unspecified)	-2	0	-2	1603	.	108	-1	1.6	-13	1	6
Cc1cc(NC(=O)c2cc(-c3ccco3)on2)n(-c2ccccc2)n1	5	0	-2	1540	.	109	18	2.7	-3	-6	4
COc1ccc(/C=N/Nc2ncnc3scc(-c4ccccc4)c23)cc1OC	4	-2	3	1499	-0.63	86	.	4.0	-3	21	-3

Compounds above containing a cyano group:
SMILES	STAT1 inh	PPARg SRC-1 ag	PPARg SRC2 recr	TR-FRET SRC-2 ct	ROMK mod	STAT3 activator	S1P3 antagonist	RAM network inh	PPARg SRC3 recr	STAT3 inh	TLR4-MyD88 BLA
CC(C)c1nc(C#N)c(N2CCOCC2)o1	5	-6	2	1461	0.071	96	-8	-1.1	-6	3	-5
COCCNc1c2c(c(C#N)c3nc4ccccc4n13)CCCC2	-2	13	18	1645	.	102	0	1.2	2	-1	9

Remaining list, next part
SMILES	STAT1 inh	PPARg SRC-1 ag	PPARg SRC2 recr	TR-FRET SRC-2 ct	ROMK mod	STAT3 activator	S1P3 antagonist	RAM network inh	PPARg SRC3 recr	STAT3 inh	TLR4-MyD88 BLA
CCCCn1c(N)c(-c2nc3ccccc3o2)c2c([N+](=O)[O-])nn(C)c(=O)c21	-1	7	-1	1472	0.096	94	-2	2.4	2	10	-10
COC(=O)[C@@H]1C[C@]2(OC(=O)c3ccccc3)C=CC(=O)C[C@@H]2N1C(=O)OCc1ccccc1	0	6	14	1558	-2.8	105	-8	4.3	3	-8	4
CCOc1ccccc1N(C)C(=O)c1nn(-c2ccc(OC)cc2OC)c(=O)c2ccccc12	14	-1	4	1646	-0.32	90	7	2.9	4	17	8
Cc1ccc(N=Nc2c(N)nn3c(C)cc(C)nc23)cc1	-6	-2	19	1659	-0.02	89	17	2.0	0	14	2
CCOc1cc(C2C(C(=O)c3ccco3)=C(O)C(=O)N2CCc2ccccc2)ccc1O (stereo unspecified)	0	4	11	1810	.	104	.	8.0	18	-2	-3
COc1cccc(-c2nnc(Nc3nc4c(F)cccc4s3)o2)c1	-4	8	3	1713	9.4*	108	-37	3.9	7	-6	-5
COC(=O)c1sc(S(=O)(=O)N2CCN(c3ccc(OC)cc3)CC2)c(C(=O)OC)c1C	5	6	5	1437	-0.35	102	.	2.3	3	3	-1
COc1ccc(CNC(=O)C(c2ccco2)N(C(=O)Cc2cccs2)c2cccnc2)cc1 (stereo unspecified)	10	1	6	1724	-0.18	96	7	1.7	-5	9	6
CCS(=O)(=O)c1nc(S(=O)(=O)c2ccc(Cl)cc2)c(NCc2ccco2)s1	9	-3	-6	1493	.	101	-3	1.9	-4	1	-3
Cc1nnc(SC(C)C(=O)NC2CCCc3ccccc32)n1-c1ccccc1 (stereo unspecified)	0	10	7	1608	.	102	-10	0.6	0	3	-4
CCOC(=O)c1nn(-c2ccc(C)c(C)c2)c(=O)c2c(N)scc12	-11	-3	3	1566	.	88	.	1.2	-2	17	10
Cc1ccc(Cn2ccc(NC(=O)c3noc4c3CCc3ccccc3-4)n2)cc1	1	-2	5	1427	1.1	75	.	5.0	6	35	-6
O=C(CCN1C(=O)c2ccccc2C1=O)NCCC1=CCCCC1	10	0	7	1501	.	99	-16	3.5	5	4	-7
CCOC(=O)c1cnc(SCc2nc(N)nc(Nc3ccc(F)cc3)n2)nc1N	-4	-2	3	1489	.	99	4	1.4	5	4	5
N#Cc1nc(Cc2ccccc2)oc1NCc1ccccc1	-7	-3	4	1370	-1.5	109	.	-0.1	-5	-6	0
CCCC(=O)C1=C(N2CCCCC2)CC(C)(C)C(C(=O)OC)C1=O (stereo unspecified)	-5	-6	-2	1515	0.28	107	-23	-0.1	2	-6	-4
O=c1[nH]cc(S(=O)(=O)c2ccccc2)[nH]1	6	9	-4	1522	-0.0017	100	-20	-0.2	-3	2	-4
CCc1nnc(NC(=O)C2CCCN2C(=O)Nc2ccccc2OC)s1 (stereo unspecified)	-1	6	5	1603	-0.15	107	.	0.8	3	-8	19
O=C(CNC(=O)c1cccc(OC(F)F)c1)OCc1cc(=O)n2cc(Br)ccc2n1	-2	10	2	1680	.	107	6	2.8	3	-4	1
CCOc1cc(N2CCOCC2)c(OCC)cc1NC(=O)C1=NN(c2cccc(C)c2)C(=O)CC1	-8	8	0	1542	1.4	105	-10	-0.4	2	-2	3
COc1ccc(C(=O)COC(=O)C(C(C)C)N2C(=O)C3C4C=CC(C4)C3C2=O)cc1 (stereo unspecified)	3	0	1	1556	0.31	101	.	0.5	0	0	-6
COC(=O)[C@H](CCSC)NC(=O)NCc1cccs1	-2	3	7	1425	-0.0083	109	-5	1.9	10	-6	10
COCCNC(=O)c1ccccc1NC(=O)c1ccc(Cl)c(S(=O)(=O)Nc2ccc(C)cc2C)c1	2	2	2	1414	.	107	.	2.0	2	2	4
Cc1ccc(CN2CCN(CC(=O)N=Nc3c(O)[nH]c4ccccc34)CC2)cc1	-10	-3	4	1420	-1	107	-18	1.6	1	-10	-4
CCCCCn1c(CN2CCN(C(=O)OCC)CC2)nc2c1c(=O)n(C)c(=O)n2C	-2	-8	5	1465	.	104	1	.	8	-2	-2

The listing continues:
SMILES	STAT1 inh	PPARg SRC-1 ag	PPARg SRC2 recr	TR-FRET SRC-2 ct	ROMK mod	STAT3 activator	S1P3 antagonist	RAM network inh	PPARg SRC3 recr	STAT3 inh	TLR4-MyD88 BLA
O=C(CN(c1ccccc1)S(=O)(=O)c1ccccc1)NCCSCc1ccco1	-2	3	0	1525	0.4	105	.	1.3	16	2	-11
O=C(COC(=O)C1(c2ccc(F)cc2)CCCC1)N1CCOCC1	4	9	6	1531	.	96	-2	0.8	4	10	-4
Nc1ccc[n+](Cc2ccccn2)c1	-5	5	11	1621	.	102	-58	-1.4	-4	1	-7
CCCCn1c(CNC(=O)c2cccs2)nc2ccccc21	-1	0	2	1753	.	88	-22	-0.3	2	20	5
Cc1ccc(O)c(C(=O)c2cc(C#N)c(=O)n(-c3c(C)n(C)n(-c4ccccc4)c3=O)c2)c1	-5	5	-4	1503	.	103	.	0.7	14	0	1
Cn1nc(C(=O)OCCN2C(=O)c3ccccc3C2=O)c2ccccc2c1=O	7	7	5	1430	.	96	10	0.4	-2	12	0
COC(=O)c1cc2ccsc2n1CC(=O)NCC1CCCO1 (stereo unspecified)	-5	0	1	1497	0.062	96	11	-0.3	0	12	8
Cc1nc(-c2cccc(-c3noc(C)n3)c2)no1	-5	-5	-4	1297	.	85	.	1.6	8	22	1
CSc1ccc(/C=N/NC(=O)c2ccccc2Cl)cc1	-36	2	10	1479	2.6	116	20	2.6	4	-12	17
CC(=O)NN1C(=O)/C(=C\c2ccc(Br)o2)SC1=S	6	3	-3	1616	-4.1*	105	-7	2.0	-5	-2	-3
CSC(=O)CC(=O)NC(=O)c1ccccc1	1	6	3	1661	.	92	-25	0.5	12	14	-27
COc1ccccc1N1C(=O)C2CC=CC(C)C2C1=O (stereo unspecified)	1	-7	-7	1691	.	97	9	-0.1	-4	8	-2
O=C(Nc1c(C(=O)N2CCOCC2)cnn1-c1ccccc1)c1ccccc1	-2	-2	0	1264	.	103	-25	1.2	-5	3	7
COc1ccc(N2CCN(C(=O)Cn3c(=O)[nH]c4ccccc4c3=O)CC2)cc1	0	6	-4	1549	-0.21	106	-5	1.9	-6	-1	-10
COc1cc2c(cc1OC)CN(C(=O)CCCN1C(=O)c3ccccc3C1=O)CC2	10	3	-3	1586	2.3	102	2	1.7	-1	0	-8

Screening results (PubChem)

The order is random; overall some 5.6% were active at least once.
